# tim23-1 inh = inhibits growth of tim23-1 mutant yeast. S. cerevisiae tim23-1 growth, BacTiter-Glo luminescence, 24 h. 330,000 tested, 1.3% active. AID 463212. inhibition, % at 20 µM;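 active = growth inhibition of the mutant yeast at or above 50%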;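 note: temperature-sensitive mutant grown at 25 °C; plate controls were DMSO-treated mutant yeast for no effect and medium wells lacking yeast for full effect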
# MIN6 prolif = inducers of beta-cell replication in MIN6 cells; MIN6 cells proliferation, ATPlite luminescence, 48 h; cells starved in 0.2% serum; 100% = growth in 10% serum; proliferation, % at 10 µM; 330,000 tested, 0.29% active; AID 2380;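 active = compounds whose signal lies at least 3.5 SD above the mean of all wells on their plate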;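 note: 0% = DMSO-treated cells in low-serum medium and 100% = 10% serum control; some compounds called inactive have numbers as strong as hits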
# APJ agonist = activates the human apelin receptor APJ; CHO-K1 APJ PathHunter beta-arrestin, luminescence; 0% DMSO wells, 100% apelin; activation, % at 20 µM; 330,000 tested, 0.11% active;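 active = activation more than six SD over the plate average, tested at 20 µM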;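 note: 0% = DMSO alone and 100% = apelin-13 at 10 nM; some results filed as inactive read as strong as hits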
# Target sequence (P35414 whole entry, looked up): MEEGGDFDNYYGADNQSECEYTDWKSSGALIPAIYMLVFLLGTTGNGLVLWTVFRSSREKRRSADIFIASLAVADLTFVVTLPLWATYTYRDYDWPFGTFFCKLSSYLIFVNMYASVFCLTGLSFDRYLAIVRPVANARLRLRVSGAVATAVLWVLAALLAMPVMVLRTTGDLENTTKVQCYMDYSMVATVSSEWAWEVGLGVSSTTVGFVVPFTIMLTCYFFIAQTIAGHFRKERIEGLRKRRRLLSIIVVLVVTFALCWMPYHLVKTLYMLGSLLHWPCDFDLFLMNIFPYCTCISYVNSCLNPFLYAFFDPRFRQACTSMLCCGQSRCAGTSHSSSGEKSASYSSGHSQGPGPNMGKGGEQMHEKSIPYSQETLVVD
#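 Assay system: engineered CHO-K1 APJ arrestin reporter cells; Amount: 1000 CHO-K1 reporter cells seeded per well; Dosing: one dose, 20 µM compound, 1% DMSO; Times: compound stimulation 90 min at 25 °C, detection 60 min; Measured by: luminescent beta-gal fragment complementation, chemiluminescent substrate; Read-out: APJ–arrestin association signal; Controls: DMSO vs Apelin-13 10 nM.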
# MPTP inh = inhibitors of mitochondrial permeability transition pore; 360,000 tested, 1.4% active; AID 602449; inhibition, % at 10 µM; isolated mouse mitochondria, Ca2+ swelling absorbance, 30 min;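 active = inhibition of 50% or more, scaled per plate between neutral and stimulator controls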;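 note: 0% = DMSO wells given calcium and 100% = 1 mM EGTA wells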
# TIM10 inh = TIM10 yeast growth inhibition; S. cerevisiae TIM10 strain growth, BacTiter-Glo luminescence, 24 h; inhibition, % at 10 µM; 330,000 tested, 1.4% active; AID 463195;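 active = inhibition of 40% or more at the single tested concentration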;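 note: wild-type TIM10 isogenic control strain grown at permissive 25 °C; 0% = DMSO yeast wells and 100% = minimal medium wells without yeast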
# NALP3 yeast inh = blocks the NALP3 inflammasome reconstituted in yeast. inhibition, % at 10 µM. AID 2825. Yeast reconstituted NLRP3/ASC/caspase-1, beta-gal luminescence, 24 h. 330,000 tested, 0.39% active;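 active = inhibition of 50% or more; inactive = inhibition below 50%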;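 note: plate controls were induced DMSO wells for no effect and uninduced yeast grown without galactose for full effect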
# GRIN3A LBD mod = NR3A (human) ligand-binding domain modulation; NR3A LBD differential scanning fluorimetry, Tm shift; 0% = protein alone, 100% = glycine-bound protein; 340,000 tested, 2.5% active; AID 1259313; Tm shift relative to glycine control, % at 25 µM;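 active = melting temperature shift of at least 10% of the positive control shift, at one fixed dose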
# APJ antag = APJ receptor antagonism; CHO-K1 APJ beta-arrestin complementation, luminescence; inhibition, % at 20 µM; 330,000 tested, 0.32% active; AID 2521;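 active = inhibition above about 40% at 20 µM, limit read from the data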;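 note: cells challenged with 10 nM apelin-13 agonist together with compound; plate controls were apelin-13 plus DMSO wells for no effect and DMSO wells lacking apelin-13 for full effect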
# tim10-1 inh = inhibits growth of tim10-1 mutant yeast; S. cerevisiae tim10-1 ts strain growth, BacTiter-Glo, 24 h; inhibition, % at 20 µM; 330,000 tested, 2.2% active;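 active = inhibition of at least 40%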;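 note: mutant grown at 25 °C; 0% = DMSO wells with yeast and 100% = wells holding no yeast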
# * marks the source's active call; other numbers are inactive results; x = no result given.
SMILES,tim23-1 inh,MIN6 prolif,APJ agonist,MPTP inh,TIM10 inh,NALP3 yeast inh,GRIN3A LBD mod,APJ antag,tim10-1 inh
COc1ccc(C(=O)COC(=O)C2CCN(S(=O)(=O)c3cccc4cccnc34)CC2)cc1,31,0,0,-0.6,31,14,-1,2,21
COc1ccc(-c2cn3c4c(sc3n2)CCCC4)cc1,38,-5,0,3.6,32,52*,1,-2,41*
C[C@H]1CC[C@H]2C(=O)N3[C@H](c4cccc(N5CCCC5=O)c4)[C@@H](C)CC[C@H]3C(=O)N2[C@@H]1c1cccc(N2CCCC2=O)c1,2,-2,-3,x,4,12,x,8,28
S=c1[nH]nc(-c2cc(-c3ccccc3)n[nH]2)n1/N=C/c1c(Cl)cccc1Cl,19,-3,-1,16,16,19,5,-6,36
O=C(CN1CCOCC1)n1c2ccccc2c2ccccc21,4,-4,0,-0.4,1,0,0,-13,22
COc1ccc2c(c1)OC(c1ccccc1)(C(F)(F)F)NC2=O (stereo not given),9,0,2,7.9,14,-13,2,7,11
Cc1cc(S(=O)(=O)Nc2ccc(C(=O)NCC(c3ccco3)N3CCCCC3)cc2)ccc1F (stereo not given),-6,-1,-1,-0.2,-3,6,-3,2,-14
c1csc(-c2nn3c(Cn4cnc5ccccc54)nnc3s2)c1,4,-1,-5,0.2,10,6,-1,10,19
COC(=O)c1sc(NC(=O)c2c(-c3ccccc3)noc2C)nc1C,12,-1,-7,0.1,19,22,5,6,18
O=C(NNC(=O)c1cccc(Br)c1)Nc1ccc(Cl)cc1,-27,3,-3,-1.8,-27,11,-7,-2,-26
O=C(NCCC(c1ccccc1)c1ccccc1)c1cnc2sccn2c1=O,10,-2,-3,-0.6,-19,32,-1,-2,-11
CCCCNC(=O)NS(=O)(=O)c1cnccc1Sc1ccc(Cl)cc1,5,1,-4,-3.6,6,19,2,-11,7
CN(C)C(=O)c1cn(-c2ccccc2)c(=O)c2ccccc12,0,0,-2,1.2,-8,9,0,-3,12
Cc1cccc(N2C(=O)N3[C@H](c4ccc(Br)cc4)[C@@H]4C(=O)N(C(C)(C)C)C(=O)[C@@H]4[C@]3(Cc3ccc(Cl)cc3)C2=O)c1,22,-7,-1,0.5,18,20,7,4,16
Cn1c(=O)c2c(ncn2CC(=O)OCC(=O)Nc2sccc2C(N)=O)n(C)c1=O,13,-3,0,1.2,3,4,2,17,16
Cc1ccc(N(CC(N)=O)C2SC(=O)N(Cc3cccc(C(=O)O)c3)C2=O)cc1 (stereo not given),0,3,-6,9.8,-6,2,-1,30,2
O=C(COC(=O)c1ccccc1Nc1ccccc1)NCc1ccccc1Cl,-1,-4,0,0.8,7,-4,-8,4,6
Cc1cc(C)n2cc(CSc3ccccn3)nc2n1,8,-2,-2,-0.4,-4,0,-24,-12,9
CC(=O)N1c2ccc(S(=O)(=O)NCC3CCC(C(=O)N(C)Cc4ccccc4)CC3)cc2CC1C (stereo not given),9,-6,11,-0.9,18,2,-3,0,19
CCOC(=O)C1CCN(c2c(N(C)Cc3ccco3)c(=O)c2=O)CC1,-2,-3,2,-3.6,2,13,0,-29,0
CCN(CC(=O)Nc1ccc2c(c1)OCCO2)C(=O)c1ccc([N+](=O)[O-])s1,11,-1,3,-0.6,9,12,1,-157,4
Cc1ccc(C)c(CSc2nnc(-c3cccnc3)o2)c1,-35,-1,-5,-0.9,-13,21,-1,-5,-31
COC(=O)c1cc(OC)c(OC)cc1NC(=O)c1ccccc1C,31,2,-3,0.5,10,21,0,16,22
Cc1ccc2c(c1)C1OCCC1C1N2C(=O)C2C(C(=O)O)C3C=CC21O3 (stereo not given),16,-2,-1,0.9,0,10,2,-23,14
O=C(CSc1nnnn1C1CCCC1)Nc1ccc2c(c1)OCCO2,12,-3,-4,0.3,-1,0,-1,-5,17
COC(=O)C1CCN(C(=O)N2CCOCC2)CC1,19,-3,-4,0.2,8,6,-1,20,12
CCOC(=O)N1CCN(C(=O)C2CCN(C(=O)c3cc(OC)cc(OC)c3)CC2)CC1,8,1,-2,0.9,9,1,0,8,7
O=C(COC(=O)CNC(=O)C1CCCCC1)Nc1ccc(Cl)cn1,0,-3,-2,6.1,7,0,1,4,17
Cc1cccc(C)c1NC(=O)C1(N(Cc2ccco2)C(=O)c2ccccn2)CCCC1,20,-1,0,-3.7,5,-3,2,9,21
Cc1c(C(=O)N(C)C2CCCCC2)sc2ncnc(N3CCN(c4ccccc4)CC3)c12,35,-4,0,-1.0,18,17,-6,9,33
CCCCn1c(-c2cccnc2)n[nH]c1=S,4,-1,-4,0.3,11,16,0,-9,1
CCOC(=O)N1CCC(NC(=O)CCS(=O)(=O)c2ccc3c(c2)CCN3C(C)=O)CC1,14,-2,2,-0.4,-14,2,4,8,-11
CCOC(=O)C(=O)Nc1ccccc1C(=O)NC(C)C,3,-1,-6,0.7,-2,-7,4,0,4
CC1=C(C(=O)N(C)C)C(c2ccc(C)s2)NC(=S)N1 (stereo not given),2,0,-2,1.2,-6,9,-1,-8,-20
CCOC(=O)C1CCN(CC(=O)NC(=O)NC2CCCCC2)CC1,9,1,-1,0.2,-9,11,0,-11,24
CC1(C)CC(NNCCC#N)=CC(=[N+]2CCCC2)C1,8,2,0,2.5,-10,1,-2,2,-6

# Arranged by count of non-hydrogen atoms (largest number first): 3 of the compounds above
SMILES,tim23-1 inh,MIN6 prolif,APJ agonist,MPTP inh,TIM10 inh,NALP3 yeast inh,GRIN3A LBD mod,APJ antag,tim10-1 inh
Cc1c(C(=O)N(C)C2CCCCC2)sc2ncnc(N3CCN(c4ccccc4)CC3)c12,35,-4,0,-1.0,18,17,-6,9,33
CCOC(=O)C1CCN(CC(=O)NC(=O)NC2CCCCC2)CC1,9,1,-1,0.2,-9,11,0,-11,24
COC(=O)C1CCN(C(=O)N2CCOCC2)CC1,19,-3,-4,0.2,8,6,-1,20,12

# Next part:
SMILES,tim23-1 inh,MIN6 prolif,APJ agonist,MPTP inh,TIM10 inh,NALP3 yeast inh,GRIN3A LBD mod,APJ antag,tim10-1 inh
O=[N+]([O-])c1ccc(NCCCN2CCOCC2)c([N+](=O)[O-])c1,6,1,-3,-1.1,-31,11,1,-25,-10
COc1cccc(C(=O)N/N=C(/CCC(=O)O)c2ccccc2)c1,22,2,-3,0.8,22,0,-1,-15,7
CC(=O)N1CCN(S(=O)(=O)c2ccc3c(c2)CC(=O)N3)CC1,16,0,2,-1.8,15,13,-1,-44,17
NNC(=O)c1sc2nc(N3CCOCC3)c3c(c2c1N)CCCC3,24,-3,-4,0.6,2,17,2,-11,11
CC1(c2nnc(-c3cccc(Cl)c3)o2)CC(c2ccccc2Br)=NO1 (stereo not given),9,-2,-4,0.1,-35,31,-8,13,-6
Cc1cccc(C)c1OCC(=O)Nc1cc(Cl)ccc1-n1cncn1,25,-2,-2,0.4,9,5,0,-31,21
Cc1cc(-c2nnc(CCC(=O)NC(C)c3ccc(F)cc3)o2)no1 (stereo not given),2,1,-3,1.3,-4,6,-2,22,10
CN1C(=O)[C@@H]2C[C@@]3([C@@]45C[C@H]6C(=O)N(C)[C@@H](Cc7ccccc7)C(=O)N6[C@@H]4Nc4ccccc45)c4ccccc4N[C@H]3N2C(=O)[C@@H]1Cc1ccccc1,7,-5,8,0.8,-1,8,-3,11,-2
Cc1ccc(C(=O)NNC(=S)NCC2CCCO2)cc1[N+](=O)[O-] (stereo not given),3,0,-6,-2.4,13,6,4,11,4
CCN(CC)CCNC(=O)Cn1ncc2ccccc2c1=O,1,-2,0,-0.8,-20,4,1,-9,3
CN(C)c1ccc(CN(C(=O)COc2ccc(F)cc2)C2CCS(=O)(=O)C2)cc1 (stereo not given),8,-2,-4,-0.7,-2,14,8,27,7
CCc1ccccc1NC(=O)CN(C)S(=O)(=O)c1ccc(-c2ccc(=O)[nH]n2)s1,20,-3,1,-1.2,15,10,3,-10,14
Cc1cc(NC(=O)CSCC(=O)NC(C)c2ccccc2)no1 (stereo not given),8,-4,-4,1.8,1,-6,1,-4,3
CC(NC(=O)c1ccccc1O)c1ccccc1 (stereo not given),16,-2,-1,0.5,-25,2,0,-10,-21
O=C(COC(=O)CCc1c[nH]c2ccccc12)NCc1ccc(Cl)cc1,9,0,-1,0.1,0,-2,-5,-23,4
O=C(c1cccn2c(=O)c3cc(Cl)ccc3nc12)N1CCOCC1,13,6,4,-1.6,4,0,0,9,4
Cc1ccc(C(=O)N2CCC(C(N)=O)CC2)cc1C,10,0,-1,-1.3,-24,-2,-1,13,4
CC(=O)c1ccccc1NS(C)(=O)=O,8,-1,-5,6.5,-10,-2,-1,1,14
O=C(c1ccc(S(=O)(=O)N2CCCCC2)cc1)N1CCN(CCN2C(=O)c3cccc4cccc(c34)C2=O)CC1,21,-1,1,-0.2,11,26,-2,-9,2
Nc1c(C(=O)OCC(=O)NCc2ccccc2)[nH]c(=O)[nH]c1=O,18,-3,-3,0.9,11,9,-4,-14,12
COc1ccc(Cl)cc1NC(=O)c1ccco1,13,-2,-4,80*,11,28,0,8,13
O=C(O)c1ccc(COc2ccc(/C=N/NC(=O)c3cccs3)cc2)cc1,16,-3,-2,-0.5,2,10,-10,7,11
O=C(O)/C=C/c1cccc2c1OCCO2,14,-3,-2,0.5,-14,12,0,-2,13
COc1ccccc1-c1nnc(SCC(=O)NC2CC2)n1C,-12,-2,-2,-1.9,5,-3,-2,-4,-12
C#CCNC(=O)C1=C[C@@H](c2ccc(C(F)(F)F)cc2)[C@H](CCCO)[C@@H](OCC)O1,18,0,6,1.8,-2,19,0,10,13
O=C(CCCCCNC(=O)c1ccccc1)C[N+](=O)[O-],18,0,-2,-2.6,1,-10,0,-6,9
COCOc1cc(O)c2c(=O)c(OCOC)c(-c3ccc(OCOC)c(OCOC)c3)oc2c1,10,7,-8,0.9,9,16,-3,18,0
CC(NC(=O)Nc1ccc(F)cc1F)c1ccc2c(c1)OCO2 (stereo not given),-8,2,-1,-0.4,4,5,1,4,-8
Cc1ccc(C)c(NC(=O)COC(=O)CCc2ccc(S(=O)(=O)N3CCOCC3)cc2)c1,10,-3,-2,0.9,5,2,-1,-10,11
Nn1nnc2ccccc21,-4,0,-6,-1.7,5,23,-2,22,-18
O=S1(=O)N=C(Nc2ccc(N3CCOCC3)c(Cl)c2)c2ccccc21,-11,1,-4,0.1,14,8,-4,3,2
CCCCc1ccc(NC(=O)COc2ccc(C(=O)Nc3ccccc3OC)cc2)cc1,8,0,8,x,-20,17,x,-21,-15
Cc1ccc(NC(=O)COC(=O)CCC(=O)c2ccc(Cl)cc2)cc1S(=O)(=O)N(C)C,2,-3,-3,1.9,5,10,-3,9,14
O=C(OC(C(=O)NCc1ccco1)C(OC(=O)c1ccccc1)C(=O)NCc1ccco1)c1ccccc1 (stereo not given),-11,3,-2,-12,-16,6,-2,3,2
CCN(C(=O)c1cnc(OC)cc1C(F)(F)F)c1ccc(Cl)cc1,12,-5,2,2.1,16,-1,0,-18,22
N/C(=N\OC(=O)Cc1ccccc1[N+](=O)[O-])c1ccncc1,12,0,3,-0.4,-2,6,2,-17,16
COc1ccc(C(=O)CN(CCC(=O)O)S(=O)(=O)c2ccc([N+](=O)[O-])cc2)cc1,-7,0,10,0.3,2,13,3,16,-19

# Screens from PubChem.

# Rows are unselected, and some 7.2% of all compounds hit somewhere here.
